mIDH1 inhibitor – inhibitors of human mutant IDH1 R132H; O75874; IDH1-R132H enzyme, NADPH consumption, diaphorase/resazurin fluorescence; Potency, µM (titrated, usually from 76.6 µM), for inactives: at the top dose activity change, negative = inhibition, actives largely listed as inhibitors; actives 0.093% (n = 390,000); AID 602179; note: potency is the fitted concentration of half-maximal effect; % is set by controls: 0 for no effect and ±100 for the full control effect; nearly all actives have a fitted effect of over 65% in size
Target sequence (O75874 whole entry R132H, stated change not applied): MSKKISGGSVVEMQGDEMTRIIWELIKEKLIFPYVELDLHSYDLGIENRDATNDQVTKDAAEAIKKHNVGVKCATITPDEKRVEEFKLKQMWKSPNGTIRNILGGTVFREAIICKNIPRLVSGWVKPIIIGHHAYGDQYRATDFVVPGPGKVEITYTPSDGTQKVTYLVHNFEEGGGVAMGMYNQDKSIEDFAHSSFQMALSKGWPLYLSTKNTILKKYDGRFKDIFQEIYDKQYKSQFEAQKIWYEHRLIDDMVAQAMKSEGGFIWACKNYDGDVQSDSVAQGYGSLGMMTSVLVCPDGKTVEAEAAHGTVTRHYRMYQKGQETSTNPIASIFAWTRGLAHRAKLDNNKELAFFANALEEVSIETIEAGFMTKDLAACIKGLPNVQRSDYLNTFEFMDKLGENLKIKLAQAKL
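IDH1-R132H (0.5 ug/mL dispensed) in pH 7.5 Tris buffer was preincubated 30 min with compound, then given a substrate mix of 0.016 mM NADPH and 2 mM alpha-KG for 80 min at room temperature; remaining NADPH was read by diaphorase/resazurin fluorescence.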
TRHR agonist – activates the human TRH receptor; TRHR cells, calcium flux fluo-8, FDSS agonist mode; activation, % at 2 µM; actives 0.18% (n = 360,000); AID 493084; P34981; in the data active = activation above about 30%; note: 0% is about no effect
Target sequence (P34981 whole entry, looked up): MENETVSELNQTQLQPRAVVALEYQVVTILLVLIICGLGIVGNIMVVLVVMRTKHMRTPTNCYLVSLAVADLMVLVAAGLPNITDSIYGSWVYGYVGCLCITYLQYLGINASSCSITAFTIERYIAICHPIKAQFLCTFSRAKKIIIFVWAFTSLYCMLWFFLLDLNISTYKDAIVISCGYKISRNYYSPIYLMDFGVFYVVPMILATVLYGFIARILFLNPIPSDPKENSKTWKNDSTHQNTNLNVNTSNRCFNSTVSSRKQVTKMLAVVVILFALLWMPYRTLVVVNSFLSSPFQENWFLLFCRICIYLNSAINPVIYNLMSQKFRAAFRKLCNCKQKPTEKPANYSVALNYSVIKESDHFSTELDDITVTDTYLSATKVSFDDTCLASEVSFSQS
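Read-out: compound-evoked intracellular calcium rise in TRHR cells, fluo-8 dye, kinetic FDSS fluorescence at 1 s/cycle following a 10-cycle baseline. Cells cultured overnight before dye loading (30 min–1.5 h, RT).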
D2 agonist – activates the human D2 dopamine receptor; P14416; HEK293 T-REx D2 cells, calcium flux agonist mode; activation, % at 2 µM; actives 0.53% (n = 340,000); AID 485358;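 active = activation over 3 SD above normal in the single-dose calcium agonist read, cut at about 30% in these data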; note: 0% is about no effect
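In this primary screen, compounds producing a positive calcium signal within 180 s of addition to tetracycline-induced, force-coupled HEK293 Trex D2 cells are flagged; cells are dye-loaded with a no-wash calcium kit beforehand.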
rTrxR1 inhibitor – blocks rat thioredoxin reductase 1 | recombinant rTrxR1, NADPH fluorescence consumption, selenite substrate | Potency, µM (series often up to 114 µM), for inactives: at the top dose activity change, negative = inhibition, hits mostly inhibitors | O89049 | actives 1% (n = 390,000) | AID 588453; note: potency is the fitted concentration of half-maximal effect; % is set by controls: 0 for no effect and ±100 for the full control effect; nearly all actives have a fitted effect of over 65% in size
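Rat TrxR1 (90 nM in the dispensed reagent) was pre-reduced with 400 uM NADPH for 5 min at room temperature, then incubated with compound for 15 min. After 400 uM selenite was added, NADPH fluorescence (Ex 340/Em 450 nm) was followed for 8 min.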
USP1-UAF1 inh – USP1/UAF1 (human) deubiquitinase inhibition | O94782 | recombinant USP1/UAF1, Ub-Rhodamine cleavage fluorescence | Potency, µM (doses to about 57.1 µM), inactives show at the highest dose activity change, negative = inhibition, most hits filed as inhibitors | actives 0.23% (n = 390,000) | AID 743255; note: potency is the fitted concentration of half-maximal effect; % is set by controls: 0 for no effect and ±100 for the full control effect; nearly all actives have a fitted effect of over 60% in size; inactives centre near -12
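Step one: compound is pinned into 1nM USP1/UAF1 in HEPES pH 7.8 buffer with TCEP. Step two: 15 min room-temperature incubation. Step three: Ub-Rho (150nM final) starts cleavage, tracked by fluorescence over six one-minute reads.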
TrxR1 substrate – substrates of rat thioredoxin reductase 1; AID 588456; purified TrxR1 substrate turnover, NADPH consumption readout; actives 0.01% (n = 390,000); Potency, µM (highest dose often 114 µM), without a hit: at the top dose activity change, negative = substrate turnover; O89049; note: potency is the fitted concentration of half-maximal effect; % is set by controls: 0 for no effect and ±100 for the full control effect; nearly all actives have a fitted effect of over 50% in size
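Rat TrxR1, dispensed at 90 nM, was prereduced with 400 uM NADPH (final) for 5 min at ~22 deg C, then incubated with compound 15 min before 400 uM selenite. A first-read NADPH fluorescence drop versus no-compound background flagged substrates.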
Pin1 inh – blocks the human prolyl isomerase Pin1; Q13526; Pin1 FP peptide displacement, HiFluor488, 10 min; Potency, µM (doses to about 115 µM), for the others: top-dose activity, negative = inhibition, usual class: inhibitors; actives 0.009% (n = 390,000); active = well fitted inhibition curve with a large enough effect in the polarisation, with a control signal flat, not every such curve was filed as active; inconclusive = small, poorly fitted or top-dose-only effect, or effect the other way, or a change in a side signal; inactive = no such curve, though single readings can be large or run the other way; the % refers to the polarisation; note: potency is the fitted concentration of half-maximal effect; % is set by controls: 0 for no effect and ±100 for the full control effect
Target sequence (Q13526 whole entry, looked up): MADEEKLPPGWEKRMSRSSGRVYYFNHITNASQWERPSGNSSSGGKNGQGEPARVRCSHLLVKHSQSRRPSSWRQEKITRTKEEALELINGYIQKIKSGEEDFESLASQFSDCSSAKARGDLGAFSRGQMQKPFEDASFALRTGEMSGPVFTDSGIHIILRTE
TRHR PAM – allosterically enhances the human TRH receptor | P34981 | actives 0.66% (n = 360,000) | TRHR cells, fluo-8 calcium fluorescence, EC20 TRH enhancement | AID 493056 | enhancement, % at 2 µM; in the data active = enhancement above about 30%; note: 0% is about no effect
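Enhancer read-out: after compound pinning and an initial kinetic agonist-mode read, an EC20 of TRH (10 nM final) was injected and fluo-8 calcium signal (Ex 480/Em 530) followed at 1 s/cycle for 100 cycles in TRHR-expressing cells.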
D2 antag – antagonizes the human D2 dopamine receptor. HEK293 TREx D2 cells, calcium flux, dopamine EC80. inhibition, % at 10 µM. actives 2% (n = 340,000); in the data active = inhibition above about 30%; note: 0% is about no effect
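Calcium mobilization kinetics were recorded at 1 s intervals in tetracycline-induced HEK293 T-REx D2 cells, first for 180 s after compound addition and then 180 s after EC80 dopamine.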
An asterisk follows results filed as active; ? = inconclusive; . = not tested or not shown; [ ] = dose if it differs, or a comment. Unless noted, calls come from the whole dose curve; as a rule, active = well fitted inhibition curve with a large enough effect; inconclusive = small, poorly fitted or top-dose-only effect; inactive = no such curve, though single readings can be large or run the other way.

mol	D2 antag	USP1-UAF1 inh	TRHR agonist	TRHR PAM	Pin1 inh	D2 agonist	TrxR1 substrate	mIDH1 inhibitor	rTrxR1 inhibitor
O=S(=O)(/N=C(/Nc1nc2ccccc2s1)c1ccccc1)c1ccc(F)cc1	3	-10%	1.4	-9	-7%	0.9	-8%	9%	-13%
CNNC(=S)Nc1ccc(Cl)cc1	-3	-11%	0.0	-3	0%	0.1	6%	-2%	17%[11.4 µM]
Cc1ccccc1C(=O)N1CCN(c2ccc([N+](=O)[O-])c(NCc3ccco3)c2)CC1	0	-16%	0.0	3	8%	0.4	-12%	4%	-20%
CCOCCc1nnc(NC(=O)C2CCN(C(=O)c3ccco3)CC2)s1	0	-3%	0.4	-4	-1%	-0.6	5%	-1%	11%
O=C(CSc1nnc(-c2ccc(O)cc2)o1)Nc1ccccc1	-7	?	-0.1	6	1%	-0.2	3%	9%	16%
O=C(Nc1cccc(Cl)c1)c1ccccc1	12	-9%	0.7	-3	0%	0.5	7%[57.1 µM]	10%	9%[57.1 µM]
O=C(NCc1cccs1)C1CCN(c2nc3ccccc3o2)CC1	11	-18%	-0.1	0	-3%	0.1	3%	8%	28%
CC1(c2nnc(Cc3ccccc3)o2)CC(c2cccnc2)=NO1 (configuration not stated)	.	-30%	.	.	-2%	.	9%[57.1 µM]	-5%	9%[57.1 µM]
NC(=O)C1CCN(C(=O)CCNS(=O)(=O)c2cc(Br)cnc2N)CC1	3	-18%	0.1	-5	-8%	-0.1	11%	10%	29%
Oc1ccc(N2CCN(C(c3cccnc3)c3nnnn3Cc3ccccc3)CC2)cc1 (configuration not stated)	-17	?	-0.9	9	-1%	-1.9	-6%	0%	9%
CC(=O)c1cccc(NC(=O)NCCc2c[nH]c3ccccc23)c1	-6	-9%	-0.8	-1	?	-0.7	5%[57.1 µM]	8%	29%[57.1 µM]
CCC1Sc2ccc(S(=O)(=O)CCC(=O)Nc3ccccc3Cl)cc2NC1=O (configuration not stated)	19	-2%	-0.8	-7	0%	0.6	8%[57.1 µM]	-7%	12%[57.1 µM]
COc1ccc(Br)cc1C1N2CC3(C)CN1CC(C)(C2)C3=O (configuration not stated)	0	-7%	-1.5	1	4%	-0.2	0%	4%	11%
Cc1cccc(NC2=Nc3ccccc3N3C2=Nc2c(c(C)nn2-c2ccccc2)C3c2ccc(O)c(O)c2)c1 (configuration not stated)	-4	-29%	4.8	22	?	4.7	-6%	?	-17%
CS(=O)(=O)N1N=C(c2ccccc2)CC1c1ccc2nccnc2c1 (configuration not stated)	.	-11%	-1.5	2	10%	.	-2%	9%	0%
CCn1c(=O)c(C(=O)NCc2ccccn2)c(O)c2ccccc21	-1	2%	-0.6	5	3%	0.5	2%[57.1 µM]	5%	-6%
O=C(NCCc1ccc(Cl)cc1)C1=CC=CN2CCS(=O)(=O)N=C12	-13	-13%	0.3	2	4%	0.1	41%[activator]	-5%	8%
O=C(COC(=O)CN1C(=O)NC2(CCCC2)C1=O)Nc1ccc(C(F)(F)F)cc1[N+](=O)[O-]	7	-17%	0.2	-3	-2%	0.8	-6%[57.1 µM]	8%	-9%[57.1 µM]
COC(=O)COc1ccc(C2NC(=O)NC(c3ccccc3)=C2C(C)=O)cc1Br (configuration not stated)	-12	-23%	-0.1	3	0%	-0.2	5%	-5%	25%
CC(=O)c1cccc(OCC(=O)Nc2ccccc2N2CCOCC2)c1	3	-15%	0.4	2	2%	0.7	-1%	1%	8%
O=C(NCC(=O)N(c1ccc(F)cc1)C(C(=O)NCC1CCCO1)c1ccccc1)c1ccco1 (configuration not stated)	-7	-11%	-0.3	-10	5%	1.1	7%[57.1 µM]	-5%	3%[57.1 µM]
Cc1nc(C)c(C(=O)N/N=C/c2ccco2)s1	5	-14%	-0.1	3	0%	0.6	-11%	10%	-3%
N#Cc1ccccc1NC(=O)CSc1n[nH]c(-c2ccco2)n1	3	-18%	0.0	4	?	-0.2	0%	4%	?
COc1cccc(OCc2nnc(SCC(=O)NCc3ccco3)n2C)c1	0	-15%	-0.3	-2	3%	0.6	8%	-3%	?
O=C(CSc1ccc(Cl)cc1)NCC1CCCO1 (configuration not stated)	-15	-17%	0.1	-8	-6%	0.3	-3%	6%	12%[57.1 µM]

Further entries follow.
mol	D2 antag	USP1-UAF1 inh	TRHR agonist	TRHR PAM	Pin1 inh	D2 agonist	TrxR1 substrate	mIDH1 inhibitor	rTrxR1 inhibitor
O=C(CSc1nnc(-c2ccncc2)o1)Nc1ccccc1Cl	1	-20%	0.7	-1	-5%	0.0	4%[57.1 µM]	1%	6%[57.1 µM]
O=C(CSC(=S)N1CCOCC1)Nc1ncc2c(n1)CCCC2=O	6	-8%	0.3	-5	-5%	0.9	7%[57.1 µM]	2%	18%[57.1 µM]
CC(=O)Nc1ccc(S(=O)(=O)Oc2cccc(N3C(=O)C4CC=CCC4C3=O)c2)cc1 (configuration not stated)	-2	-29%	-0.2	-7	-4%	0.1	6%	0%	15%
COc1ccc(CNc2cc(C)ccc2C)c(OC)c1OC	-3	-16%	0.2	-7	0%	0.1	1%	8%	-7%
COc1ccccc1N1CCN(C(=O)NCc2cccc(C(F)(F)F)c2)CC1	-11	-28%	0.7	-7	-9%	0.6	1%	10%	8%
CC(C)NC(=O)CSc1nnc(-c2ccc3ncccc3c2)n1C	.	-10%	-0.1	-2	-1%	.	3%	10%	27%
COc1ccc(Cl)cc1NC(=O)C/C(C)=N/NC(=O)COc1ccc(C)cc1	0	-20%	0.0	17	?	-0.1	-2%	7%	7%
COc1cccc(CNC(=O)CNS(=O)(=O)c2ccc(Br)s2)c1	-1	1%	-1.8	0	6%	-2.4	7%[0.0914 µM]	3%	3%[57.1 µM]
CCOc1ccc(-c2c(=O)n(OCc3ccccc3Br)c3ccccc3[n+]2[O-])c(OCC)c1	11	-11%	-0.6	3	11%	-0.1	-4%	0%	6%
C[C@]12c3[nH]c4cc(-c5ccco5)ccc4c3CCN1C(=O)[C@@H](CC(=O)NCCc1ccccn1)C[C@@H]2C(=O)N1CCOCC1	.	-24%	.	.	-1%	.	36%[activator]	-7%[38.3 µM]	-17%
Cc1ccc(Sc2ccc(NC(=O)CCl)cc2)c(C)c1	-4	?	-0.5	-2	1%	-0.8	-3%	52µM*	?
Cc1cccc(N(CC(N)=O)S(C)(=O)=O)c1C	0	-10%	0.2	-10	0%	-2.4	8%	4%	16%
Clc1ccc(/C=N/N2CCN(Cc3ccccc3Cl)CC2)cc1	1	-30%	-0.1	12	1%	0.9	9%	7%	26%
COc1ccc(-c2onc(C)c2C)cc1S(=O)(=O)NCC1CCN(Cc2cc(C)ccc2C)CC1	.	?	0.1	3	-1%	0.4	3%[57.1 µM]	-10%	12%[57.1 µM]
CC(C)(C)Nc1nc(NCc2cccnc2)nc(N2CCOCC2)n1	-8	-7%	-0.1	1	2%	-0.7	22%[57.1 µM]	3%	4%[57.1 µM]
CCCCNCC(=O)Nc1ccc(NC(=O)CNCCCC)cc1	7	-16%	0.7	-2	-6%	-1.0	3%[57.1 µM]	-2%	13%[57.1 µM]
Cc1ccc(N2CC(O)(c3cccs3)[N+]3=C2CCCC3)cc1 (configuration not stated)	4	-3%	0.0	2	1%	0.1	18%[57.1 µM]	-2%	49%[activator][57.1 µM]
O=c1oc(/C=C/c2ccc([N+](=O)[O-])s2)nc2ccccc12	-3	13%	0.2	-3	12%	-0.2	-7%	-6%	2%
Cc1ccc(N(CC(=O)N2CCCC2)S(C)(=O)=O)cc1C	.	-7%	0.6	-2	-1%	.	-3%[57.1 µM]	-2%	0%[57.1 µM]
CCCN1CCN(c2ncnc3sc(C(=O)Nc4ccc(C(C)C)cc4)c(C)c23)CC1	.	-24%	0.1	2	?	-1.5	-9%[57.1 µM]	-10%	-5%[57.1 µM]
Cc1nnc(SC(C)C(=O)NC2CCCCC2C)s1 (configuration not stated)	-15	5%	0.1	6	2%	0.3	9%	1%	33%
CC(C)Oc1ccc(/C=N/NC(=O)c2ccc(N(Cc3ccccc3)S(C)(=O)=O)cc2)cc1	17	-8%	1.2	-1	9%	-0.4	-5%	1%	-3%
O=C(CSc1nc2ccccc2o1)N1c2ccccc2Sc2ccccc21	3	-19%	0.4	-6	9%	-1.8	-2%	8%	-5%
CC(C)(C)OC(=O)CNC(=O)c1nc[nH]c1C(=O)NCc1ccccc1	22	17%	-0.4	-2	1%	-1.1	-5%	1%	3%
COc1cc(S(=O)(=O)Nc2ccc3cn[nH]c3c2)ccc1Cl	6	-12%	0.3	-1	0%	1.0	-7%[57.1 µM]	9%	-9%[57.1 µM]

Next section:
mol	D2 antag	USP1-UAF1 inh	TRHR agonist	TRHR PAM	Pin1 inh	D2 agonist	TrxR1 substrate	mIDH1 inhibitor	rTrxR1 inhibitor
CN1CCc2c(sc3c2C(=O)NC(c2ccccc2)N3)C1 (configuration not stated)	10	?	3.0	3	?	5.1	73%	2%	19%[57.1 µM]
OCCNC(=S)Nc1cccc(Cl)c1Cl	15	3%	-1.1	1	8%	-1.6	-1%[57.1 µM]	9%	0%[57.1 µM]
Cc1ccc(-c2csc3ncnc(Sc4nnc(CN5CCCCCC5=O)o4)c23)cc1	-9	-11%	0.2	2	-3%	-0.9	-5%	-2%	?
O=C(CSc1nnc(CNC(=O)c2ccccc2F)o1)NC1CCCC1	-4	-25%	0.2	0	-12%	0.6	-4%	-4%	-4%
O=C(CSc1nc2cc(Cl)ccc2c(=O)n1Cc1ccco1)Nc1ccc(S(=O)(=O)N2CCOCC2)cc1	3	-7%	1.4	5	?	1.4	-8%	5%	-6%
CC(C)[C@H](NC(=O)c1ccc(Br)cc1)C(=O)NC1CCCCC1	-14	-16%	-0.5	-5	1%	-0.2	-1%	-5%	9%

Bioassay records from PubChem BioAssay.

This is a subset; rates above refer to the full screens.
